CaV13 FRET inh: Primary screen for inhibitors of IQ motif and Ca2+-dependent inactivation inhibitor domain binding in CACNA1D, Förster resonance energy transfer in living cells, …; actives 0.098% (n = 340,000); HEK cells, CFP/YFP FRET ICDI-IQ, plate reader, 10 min; percent FRET-ratio fall versus neutral wells; inhibition, % at 12.3 µM;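 active means mean replicate inhibition of at least 30% and at least 1% of replicates passing that level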;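 further: 0% = median of the neutral control wells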
NR2E3 ag-1: inhibitors of NR2E3-RetCOR corepressor binding, primary screen, NR2E3 agonist project, biochemical, TR-FRET, GST-NR2E3, biotin-RetCOR; 1536-well; AID 2300, 2010; actives 0.12% (n = 320,000); Photoreceptor-specific nuclear receptor (Homo sapiens), Q9Y5X4; inhibition of corepressor binding, % at 4.78 µM;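 active means percent inhibition above the cutoff of mean plus 3 SD of all tested compounds, set per screening campaign, cut at about 20% in these data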;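 further: 0% = DMSO wells and 100% = biotin wells as full block of FRET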
Target sequence (Q9Y5X4 whole entry, looked up): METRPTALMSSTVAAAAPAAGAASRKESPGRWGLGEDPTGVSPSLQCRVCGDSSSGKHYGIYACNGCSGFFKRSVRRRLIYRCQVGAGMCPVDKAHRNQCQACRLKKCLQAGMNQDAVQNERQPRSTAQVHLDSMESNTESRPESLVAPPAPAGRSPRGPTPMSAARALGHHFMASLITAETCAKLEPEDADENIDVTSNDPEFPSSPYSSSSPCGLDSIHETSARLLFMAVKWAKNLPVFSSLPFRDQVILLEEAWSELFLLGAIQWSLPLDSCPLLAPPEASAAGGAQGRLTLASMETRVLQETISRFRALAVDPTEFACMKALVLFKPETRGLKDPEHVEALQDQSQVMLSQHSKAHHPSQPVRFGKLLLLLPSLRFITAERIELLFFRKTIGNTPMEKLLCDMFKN
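Material: NR2E3–RetCOR corepressor complex | Quantity: 1.35 nM GST-tagged NR2E3 final | Schedule: 5 h at 4 °C | Replication: Singlicate compound wells | Reagent: RetCOR corepressor, biotinylated, 7 nM | Controls: Biotin wells as high control, 0.6% DMSO wells as low control | Signal: TR-FRET, Eu(K)-anti-GST donor, streptavidin-D2 acceptor, ex 340, em 617/671 nm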
Shn3 3UTR inh: reduction of Shn3 3'UTR firefly luciferase signal, primary screen, Schnurri-3 inhibitor project, cell-based, Clone20 osteoblasts, set 2. Clone20 osteoblast Shn3 3'UTR firefly luciferase, 24 h. inhibition, % at 12.5 µM. actives 0.52% (n = 360,000). AID 588674, 2011;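 active means mean inhibition of at least 75% with every replicate also reaching 75%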;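 further: 0% = median of neutral control wells and 100% = pilot-screen positive control compound; some compounds past the cut are filed as inactive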
Peg3 promoter: Peg3 promoter-driven luciferase inhibitors, primary screen, cell-based, HeLa, luciferase luminescence | HeLa PEG-Prom luciferase reporter, overnight | inhibition, % at 20 µM | actives 1.7% (n = 360,000);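 active means inhibition of at least 50% at 20 µM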
NR2E3 ag-2: NR2E3 agonists in two-hybrid cells, primary screen, cell-based, luminescence, CHO-S, Gal4-NCOR/VP16-NR2E3. AID 602229, 2012. Photoreceptor-specific nuclear receptor (Homo sapiens), Q9Y5X4. actives 0.35% (n = 360,000). luciferase. inhibition of corepressor binding, % at 3.98 µM;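 active means inhibition above the mean of all tested compounds plus 3 SD, cut at about 70% in these data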;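 further: 0% = DMSO with NR2E3 transfected cells and 100% = cells lacking NR2E3 construct; higher means lower luciferase signal from less NR2E3 corepressor binding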
HIF-2a block: HIF-2a reporter inhibitors, primary screen, luminescence, 786-0 RCC cells; 786-0 RCC cells HIF-2a reporter, luciferase luminescence, overnight; inhibition, % at 18.8 µM; actives 0.72% (n = 360,000); AID 624352, 2012;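 active means inhibition of the luminescence signal of 40% or more relative to plate controls, in a single-dose primary screen at 18.75 µM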
iPSC survival up: enhancers of single-cell hiPSC survival, primary screen, ATPlite luminescence. 100% = ROCK inhibitor wells, 0% = DMSO. survival enhancement, % at 20 µM. actives 0.044% (n = 360,000). AID 602274, 2012; in the data active means survival enhancement above about 18%;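 further: cells exposed to compounds for 16 hours before the ATP read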
Cardio protect: cardioprotection against H2O2-induced cell death, primary screen, uHTS, H9c2 cells, ATPLite luminescence; H9c2 cardiomyocytes, H2O2 injury protection, 2 h; protection from H2O2 cell death, % at 20 µM; actives 0.63% (n = 360,000);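 active means compounds giving at least 50% protection of heart cells from peroxide-induced death in the single-dose screen, raw or plate-pattern-corrected value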;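 further: 0% = DMSO wells with peroxide and 100% = DMSO wells without peroxide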
m5-HT2A agonist: mouse Htr2a agonists via beta-arrestin recruitment, primary screen, cell-based, luminescence | CHO-K1 mHTR2A beta-arrestin complementation; percent of 30 µM serotonin response | activation, % at 7.6 µM | actives 0.66% (n = 360,000);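 active means activation above a run cutoff, the mean activation of all tested compounds plus 3 SD, cut at about 14% in these data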;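 further: 0% = plate median of compound wells and 100% = 30 µM serotonin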
Target sequence (P35363 whole entry, looked up): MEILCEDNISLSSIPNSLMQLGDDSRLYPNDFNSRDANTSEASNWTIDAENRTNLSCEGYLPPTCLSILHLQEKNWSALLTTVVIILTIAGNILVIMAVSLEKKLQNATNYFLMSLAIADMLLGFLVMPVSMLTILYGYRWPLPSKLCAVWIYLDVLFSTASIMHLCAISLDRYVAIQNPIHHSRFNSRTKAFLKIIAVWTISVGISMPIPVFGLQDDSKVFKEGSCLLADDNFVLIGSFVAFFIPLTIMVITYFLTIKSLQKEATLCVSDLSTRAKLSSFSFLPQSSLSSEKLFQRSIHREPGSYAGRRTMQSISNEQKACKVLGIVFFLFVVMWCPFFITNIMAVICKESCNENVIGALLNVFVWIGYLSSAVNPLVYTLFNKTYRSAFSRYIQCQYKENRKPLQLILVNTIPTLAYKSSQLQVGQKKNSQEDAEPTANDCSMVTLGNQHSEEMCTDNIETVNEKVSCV
MITF TRPM1 inh: inhibitors of MITF-dependent TRPM1 promoter reporter, primary screen, cell-based, SK-MEL-5, single point, luciferase | SK-MEL-5 TRPM1 promoter luciferase, 24 h | inhibition, % at 12.5 µM | actives 0.83% (n = 330,000) | AID 488899, 2010;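 active means mean inhibition across replicates of 60% or more, whatever share of single replicates reaches that level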; further: values of inactives mirror those of a sister screen read the other way
PDI inh: inhibitors of human PDI, primary screen, biochemical, turbidity, single point, plate reader | Protein disulfide-isomerase (Homo sapiens), P07237 | actives 0.052% (n = 350,000) | inhibition, % at 10 µM | PDI insulin aggregation turbidity, A650, 90 min;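 active means mean inhibition across replicates of 30% or more, whatever share of single replicates reach that level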;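 further: absorbance from insulin aggregation driven by PDI reduction with DTT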
An asterisk follows results filed as active; nt = not tested or not shown.

SMILES	CaV13 FRET inh	NR2E3 ag-1	Shn3 3UTR inh	Peg3 promoter	NR2E3 ag-2	HIF-2a block	iPSC survival up	Cardio protect	m5-HT2A agonist	MITF TRPM1 inh	PDI inh
Cc1c(NC(=O)c2cccc(NC(=O)Cc3ccc(Cl)cc3)c2)c(=O)n(-c2ccccc2)n1C	-2	-2	6	0	-13	9	-0.5	7	9	-3	-5
CN(C)S(=O)(=O)c1ccc(Cl)c(NC(=O)COC(=O)c2ccc(O)cc2)c1	-3	-1	8	-4	-3	7	-0.5	-5	-1	0	1
Cc1cc(-c2ccccc2)c2c(=O)[nH][nH]c2n1	-4	0	-34	-9	1	13	-0.3	4	0	-21	9
COc1ccc(-n2c(N)c(C(=O)NCc3ccco3)sc2=S)cc1	-4	-2	-2	17	-14	14	3.2	8	-5	5	-13
CSc1ncccc1C(=O)N1CCCC(C(=O)c2cc(F)ccc2F)C1 (configuration not stated)	-5	2	18	12	-45	19	-0.2	1	-4	8	2
CC1Cc2ccccc2N1CC(=O)NC(=O)NCc1ccccc1 (configuration not stated)	1	-2	-8	16	-13	13	-1.7	-4	-2	25	4
CCc1nc2nc(C)c(NS(=O)(=O)c3ccc(Cl)cc3)c(=O)n2[nH]1	-3	3	-2	-12	-10	8	0.3	-2	3	-3	0
CCOC1=C2[C@H](c3ccccc3)N(S(=O)(=O)c3ccc(C)cc3)C(C(C)(C)C)[C@H]2n2c(=O)n(-c3ccccc3)c(=O)n2C1 (some centres not stated)	-6	nt	19	14	-5	-16	-1.5	0	-2	nt	nt
CC1(C)CC(NC(=O)c2ccc(Cl)cc2)CC(C)(C)N1	-1	1	-13	0	6	12	1.3	10	9	-10	-5
COc1ccc(C(Nc2ccccn2)c2c(NC(=O)c3ccco3)sc(C)c2C)cc1OC (configuration not stated)	-4	3	0	-5	-37	-53	-0.4	7	0	-9	13
Cc1ccc(NC(=O)Nc2ccc(F)c(Cl)c2)cc1	-3	6	nt	-173	-80	-364	-0.8	-27	-4	-68	2
Cc1cc(C)c(NC(=O)COc2ccccc2C(=O)Nc2ccc3c(c2)oc2ccccc23)c(C)c1	-5	0	-25	-17	-36	-16	1.5	-7	0	6	-7
c1ccc(-c2ccc(OCCCNC3CCCC3)cc2)cc1	-12	-5	-28	74*	-12	6	-1.1	-1	-10	-13	-4
Cc1c(N(C(=O)c2cc(=O)[nH]c3ccccc23)C(C)C)c(=O)n(-c2ccccc2)n1C	-8	-1	-3	15	13	7	-1.2	6	2	5	-13
CC1=C(C(=O)OCc2ccccc2)C(c2ccc([N+](=O)[O-])cc2)NC(=O)N1C (configuration not stated)	-21	-5	11	8	-13	15	0.4	5	4	8	0
CC(=O)Nc1ccc2c(CN3C(=O)NC(C)(c4ccc(C)cc4)C3=O)cc(=O)oc2c1 (configuration not stated)	-11	-3	3	10	-41	22	-0.8	2	-3	5	1
O=C(CSc1ccccc1)NC1CCCCCCC1	-6	0	-28	-153	-37	-164	1.1	-4	6	-31	7
CCOC(=O)c1c(C)n(C)c2c(C)cc(O)c(OC(=O)CC)c12	0	1	-17	-3	-1	11	1.1	-1	-3	-9	-7
Cn1c2ccccc2c2cc(/C=C(\NC(=O)c3ccccc3)C(=O)NCC(=O)O)ccc21	-14	4	nt	2	-31	15	0.1	4	-2	12	-10
Cc1cccc(C)c1NC(=O)C(c1ccccc1)N1CCN(c2ccc(C(F)(F)F)cn2)CC1 (configuration not stated)	nt	nt	12	10	7	3	0.8	-2	-1	nt	nt
O=C(CSc1nnc(-c2ccc(F)cc2)c2ccccc12)Nc1cccc(Cl)c1	-5	1	7	32	-13	34	-2.2	2	-7	1	15
CC(C)CNC(=O)c1cccc(NC(=O)c2ccc3c(c2)C(=O)N(C)C3=O)c1	-6	2	-8	5	-4	16	0.4	-4	2	7	1
COc1ccc(CCNC(=O)c2ccc(S(=O)(=O)N(C)c3ccccc3)cc2)cc1OC	-6	1	16	17	-19	7	-0.5	8	0	8	-8
COC(=O)[C@]1(C)N[C@H](CN(C)C(=O)COc2ccccc2)[C@@H]2C(=O)N(C)C(=O)[C@@H]21	-6	nt	4	-1	0	7	0.4	-1	5	-3	-1
CCc1ccc(N2C(=O)C(Cl)=C(N3CCCCCC3)C2=O)cc1	-4	nt	20	-34	-58	-80	2.8	-8	-1	-5	0
CCCSc1nnc(CNC(=O)C23CC4CC(CC(C4)C2)C3)n1Cc1ccccc1	-19	2	1	20	-25	15	0.5	-5	0	16	-7
O=[N+]([O-])c1cc(/C=N/Nc2nc(N3CCCCC3)nc(N3CCCCC3)n2)ccc1O	-5	-2	-43	-1	15	-15	-0.4	4	3	-5	-1
COc1ccc(C(=O)NCCONC(=O)c2ccc(OC)cc2)cc1	nt	1	23	10	-10	-3	0.7	4	-6	-9	-8
COc1ccc(C(C)(O)c2nc(-c3ccccc3C)cs2)cc1 (configuration not stated)	-5	nt	-11	18	-40	3	-1.6	-1	1	nt	6
CC(=O)c1ccc(NC(=O)CSc2nnc(NC(=O)CN3CCOCC3)s2)cc1	-6	-1	-14	-32	-31	-30	-3.8	-1	0	-5	0
CN(C)C(=O)N1CCC(C(=O)NCc2ccccc2)CC1	-8	2	-3	17	-19	14	2.3	1	-3	-8	-1
COc1cc2cc(Oc3ccc4ccc(=O)oc4c3)c(=O)oc2cc1OC(=O)/C=C/c1ccccc1	1	1	-13	-19	-31	-4	0.3	26	3	9	-8
Cc1ccc(-c2csc3ncn(CC(N)=O)c(=O)c23)cc1C	-5	2	13	22	-25	24	-0.2	1	-1	9	-5
O=C(CSc1ncccn1)NC(=O)NCc1ccco1	-4	0	-1	15	-8	16	-0.1	1	2	10	11
NS(=O)(=O)c1ccc(NC(=O)COC(=O)CCc2nc3ccccc3c(=O)[nH]2)cc1	-5	0	-2	0	-9	10	-0.4	30	0	8	9
O=C(NCc1cccs1)c1ccccc1[N+](=O)[O-]	-3	0	8	9	-23	10	2.3	6	4	10	0
CN(C)CCNC(=O)c1cccc(-c2cnc3c(NC=O)cc(-c4cccc(F)c4)cn23)c1	-10	nt	3	-26	9	-10	-3.9	-3	-4	nt	-6
CSc1ccc(NC(=O)C2(C)CCN2C(=O)c2cc(C)n(C)n2)cc1 (configuration not stated)	-2	nt	33	-5	-20	7	6.0	-2	-4	nt	-4
CN(C)N1C(N)=C(C#N)C(c2cccs2)C2=C1CC(C)(C)CC2=O (configuration not stated)	-4	0	14	10	-4	15	-0.3	0	-4	-3	-10
COc1ccccc1NC(=O)CCc1nc2sc3c(c2c(=O)[nH]1)CCCC3	-6	-4	2	15	-17	21	0.1	14	5	4	17

Results in NR2E3 ag-1, for 2 of the compounds above:
canonical_smiles	NR2E3 ag-1
Cc1ccc(-c2csc3ncn(CC(N)=O)c(=O)c23)cc1C	2
O=C(CSc1ncccn1)NC(=O)NCc1ccco1	0

Additional compounds
SMILES	CaV13 FRET inh	NR2E3 ag-1	Shn3 3UTR inh	Peg3 promoter	NR2E3 ag-2	HIF-2a block	iPSC survival up	Cardio protect	m5-HT2A agonist	MITF TRPM1 inh	PDI inh
O=C(Cc1ccccc1)Nc1ccc(Br)c(Cl)c1	-1	-4	3	-22	-17	3	0.7	-4	-7	-2	-26
COc1ccccc1N(CC(=O)N1CCC(C(N)=O)CC1)S(=O)(=O)c1ccccc1	-7	4	-9	16	-18	5	-0.5	-2	5	-1	-14
Cc1nc(NC(=O)C2CC2)sc1C(=O)NC1CCCCC1	-2	-1	8	-2	-1	12	1.0	2	3	-8	1
CCCc1[nH]nc2c1C(c1cn[nH]c1-c1ccc(F)cc1)C(C#N)=C(N)O2 (configuration not stated)	nt	-1	-1	28	24	22	1.4	-6	-7	61*	-3
O=C(Nc1cccc(F)c1)N1CCc2nc(NCc3cccc(Oc4ccccc4)c3)ncc2C1	-5	nt	38	27	30	-29	0.6	-8	-3	nt	-2
CC(NC(=O)N1CCOCC1)c1ccccc1 (configuration not stated)	-6	-4	7	8	-16	14	-0.5	6	2	13	-9
O=C(OCC(=O)N1CCCC1)c1ccc(NS(=O)(=O)c2cccs2)cc1O	-5	4	-8	-5	-6	-7	-0.3	-5	1	4	6
CCC(C)NC(=O)CCCc1ccccc1 (configuration not stated)	nt	1	-63	-93	-36	-138	3.3	1	-1	-12	-4
COC(=O)c1ccc(Cl)c(NC(=O)CN2CCN(C)CC2)c1	-4	4	3	-5	-4	4	0.4	-8	-4	1	8
COCCCN1C(=O)C(CC(=O)NCc2cccc3ccccc23)CC(C(=O)N2CCOCC2)=C1C (configuration not stated)	-7	nt	-32	7	-8	4	1.4	9	0	nt	nt
Cc1cc(O)ccc1Nc1cc(-c2cccc(N(C)C)c2)ncn1	-7	nt	-152	-385	-108	-234	-1.9	-4	2	nt	6
O=[N+]([O-])c1ccc(-c2ncc(-c3ccc(Br)cc3)o2)cc1	-1	3	-38	-202	-17	-182	0.2	-4	-3	-51	-1
CC(c1ccccc1)n1c(S(=O)(=O)O)nc2ccccc21 (configuration not stated)	2	-2	-11	10	-4	5	2.2	5	-2	12	1
O=C(O)CCCC(=O)N1CCc2cc(S(=O)(=O)NCc3ccccc3)ccc21	-5	4	5	2	-16	14	-0.4	1	-2	4	3
OC1(c2ccccc2)CN(c2ccccc2)C2=[N+]1CCS2 (configuration not stated)	-14	3	-26	-4	1	6	-0.6	-4	-1	6	-6
CC(C)C[C@H](CO)Nc1nc(Nc2cccc(Cl)c2)c2ncn(C(C)C)c2n1	-11	0	28	37	-32	-13	-1.1	-14	-3	nt	-3
COc1ccc(-c2nn(Cc3ccccc3)cc2C(=O)N2CCN(c3ncccn3)CC2)cc1OC	-2	7	0	-6	-20	5	0.7	-2	2	6	22
CC(=O)NC(=S)Nc1ccc(NC(=S)NC(=O)c2cccs2)cc1	nt	1	-5	1	-31	-35	-0.4	-2	10	-11	-7
O=C(Nc1ccc(C(F)(F)F)cc1)C1CCN(c2cnccn2)CC1	-7	1	27	10	-2	1	-0.5	-3	-4	-5	18

Bioassay records: PubChem BioAssay, several laboratories
